ERa coact pot: ER-alpha (human) coactivator binding potentiation | AID 639 | P03372 | 1.3% of 86,000 active | TR-FRET ERalpha-LBD/SRC-Cy5 coactivator binding, 2 h; 100 = basal binding, no effect | coactivator binding (% of control), % at 25.6 µM; in the data active = activity above about 200%;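 note: binding measured in presence of low estradiol as agonist stimulus; 0% = peptide alone without receptor and 100% = receptor with peptide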
Target sequence (P03372 whole entry, looked up, the tested form may be a part): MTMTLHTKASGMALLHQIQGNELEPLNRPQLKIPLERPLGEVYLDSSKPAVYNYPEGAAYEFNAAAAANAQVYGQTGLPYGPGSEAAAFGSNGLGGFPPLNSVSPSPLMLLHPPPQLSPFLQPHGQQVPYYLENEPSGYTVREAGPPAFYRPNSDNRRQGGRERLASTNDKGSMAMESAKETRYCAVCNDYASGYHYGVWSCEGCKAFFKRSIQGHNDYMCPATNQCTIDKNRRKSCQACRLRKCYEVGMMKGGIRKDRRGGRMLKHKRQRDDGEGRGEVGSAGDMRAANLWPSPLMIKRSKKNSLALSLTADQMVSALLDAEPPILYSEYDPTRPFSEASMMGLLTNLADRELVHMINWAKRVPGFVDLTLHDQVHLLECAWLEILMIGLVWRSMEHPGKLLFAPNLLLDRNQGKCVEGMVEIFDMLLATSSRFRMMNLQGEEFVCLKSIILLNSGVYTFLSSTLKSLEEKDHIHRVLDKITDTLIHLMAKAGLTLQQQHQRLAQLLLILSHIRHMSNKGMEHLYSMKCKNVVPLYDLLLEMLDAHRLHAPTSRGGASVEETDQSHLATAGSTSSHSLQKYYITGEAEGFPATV
PLK1 PBD inh: blocks phosphopeptide binding to human Plk1 polo box domain; P53350; Plk1 PBD phosphopeptide binding, fluorescence polarization; inhibition, %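 (tested at about 20 µM)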; 0.13% of 97,000 active; AID 693; in the data active = inhibition above about 34%, passing the limit was not always enough
ERb SRC1 inh: blocks coactivator binding to human estrogen receptor beta; Q92731; inhibition, % at 25.6 µM; TR-FRET ER-beta LBD / SRC1-Cy5 peptide binding; receptor agonist-loaded with 1 µM estradiol; 1.3% of 86,000 active;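 active = compounds whose percent inhibition of the receptor-coactivator binding signal exceeds about 50% in the single-dose screen, limit read from the data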;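 note: 0% = receptor plus peptide wells without compound and 100% = peptide-only wells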
PLK1 inh: PLK1 (human) kinase inhibition; P53350; AID 619; 0.53% of 97,000 active; inhibition, % at 10 µM; recombinant PLK1 kinase, TR-FRET peptide phosphorylation;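 active = inhibition of 50% or more in the single-concentration screen; inactive = inhibition below 50%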;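 note: 0% = DMSO max control and 100% = H-89 dihydrochloride min control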
HIV Rev-RRE inh: inhibitors of HIV-1 Rev-RRE RNA interaction. inhibition, % at 8 µM. P05866. Rev peptide-RRE RNA binding, FRET. 0.79% of 97,000 active;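 active = inhibition above the screen-wide mean plus 3 SD, cut at about 35% in these data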;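 note: 0% = median DMSO wells and 100% = median Neomycin B control wells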
Target sequence (P05866 whole entry, looked up): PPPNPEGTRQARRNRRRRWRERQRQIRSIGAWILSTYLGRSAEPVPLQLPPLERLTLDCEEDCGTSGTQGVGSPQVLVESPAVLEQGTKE
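assay system = Cy5-tagged RRE RNA duplex with fluorescein-tagged Rev peptide | incubation = 5 + 15 min at 25 °C | also added = labelled Rev peptide | measure = % inhibition of FRET ratio versus controls | benchmarks = DMSO wells as 0% and neomycin B wells as 100% inhibition | measured by = FRET fluorescence readout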
ERa coact inh: blocks coactivator binding to human estrogen receptor alpha; P03372; TR-FRET ER-alpha LBD / SRC-1 peptide, estradiol-bound; inhibition, % at 25.6 µM; 1.7% of 86,000 active; AID 629; in the data active = inhibition above about 50%;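 note: 0% = receptor plus peptide control and 100% = peptide only without receptor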
FAK inh: FAK (human) kinase inhibition | AID 727 | biochemical FAK kinase activity assay | Q05397 | 0.84% of 97,000 active | inhibition, %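 (tested at 7 µM)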; in the data active = inhibition above about 19%;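 note: 0% = DMSO and 100% = reference compound high control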
CD11b adhes inh: CD11b/CD18-fibrinogen binding inhibition; 0.54% of 93,000 active; inhibition, % at 10 µM; K562 CD11b/CD18 adhesion to fibrinogen, ATPlite luminescence; Mn2+ added to activate the integrin; AID 1497;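 active = primary inhibition of 50% or more at 10 µM, then 40% or more on retest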; note: some results filed as inactive read as strong as hits
Mac1 fbg enh: enhancers of human CD11b/CD18 binding to fibrinogen; P05107+P11215; K562 CD11b/CD18 adhesion to fibrinogen, ATPlite luminescence; activation, % at 10 µM; 0.07% of 93,000 active; AID 1499;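 active = 10 µM primary screen giving 50% or more activity, confirmed by 40% or more on retest at that dose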; note: strong numbers were not always called active
* hit, by the source's call; . = not tested or not shown; [ ] = another dose, or the depositor's remark.

item	Structure	PLK1 PBD inh	ERa coact pot	ERa coact inh	Mac1 fbg enh	FAK inh	HIV Rev-RRE inh	CD11b adhes inh	ERb SRC1 inh	PLK1 inh
1	CCN(CC)S(=O)(=O)c1cccc(C(=O)Nc2nc3cc4c(cc3s2)OCCO4)c1	.	122	2	-9	.	.	86	-1	.
2	CC1CCCCC1NC(=O)COC(=O)c1ccccc1NC(=O)c1ccco1 (stereo not drawn)	34	.	.	8	-1	5	-6	.	-1
3	O=C(CSc1ccccc1)Nc1ccccc1C(=O)O	0	85	-2	3	-3	8	-10	4	-8
4	Cc1nnc(SCc2cccs2)[nH]c1=O	-6	.	.	.	-4	8	.	.	14
5	O=C(NCCCN1CCCCCC1)C1CC(=O)N(CCc2ccccc2)C1 (stereo not drawn)	-3	966*[fluorescence artefact?]	3[fluorescence artefact?]	82*	15	7	-2	22[fluorescence artefact?]	34
6	O=C(CN(Cc1ccco1)S(=O)(=O)c1cccs1)Nc1ccccc1C(F)(F)F	-10	86	7[fluorescence artefact?]	-4	3	16	-14	5	-13
7	Cc1cc(C)c(C)c(S(=O)(=O)NCC(=O)Nc2sc3c(c2C(N)=O)CCCC3)c1C	-24	.	.	0	0	3	4	.	-8
8	CN(C)c1nc(OCCNC(=O)Nc2ccccc2)nc(N2CCOCC2)n1	5	96	1	2	-3	7	-22	9	-27
9	O=C(O)C1C2C=CC(O2)C1C(=O)NCc1ccc(Cl)cc1 (stereo not drawn)	4	98[fluorescence artefact?]	-4	1	-1	4	-33	-6	-3
10	O=C(OCC(=O)N(C1CCCCC1)C1CCCCC1)c1ccco1	-18	97	7	-1	3	12	-1	-8	-9
11	O=C(NCC1CCCO1)c1cc(-c2ccncc2)nc2ccc(S(=O)(=O)N3CCOCC3)cc12 (stereo not drawn)	-12	127	-16	-2	2	4	-9	-6	-6
12	CCN(CC)c1ccc(NC(=O)c2ccc(Br)o2)cc1	.	97[fluorescence artefact?]	2	-2	.	.	10	4[fluorescence artefact?]	.
13	N/C(=N\OC(=O)Cc1ccc(-c2ccccc2)cc1)c1cccc([N+](=O)[O-])c1	-7	.	.	.	-2	5	.	.	4
14	COc1ccc(C(O)c2nc3ccccc3s2)cc1 (stereo not drawn)	0	101	-4[fluorescence artefact?]	0	-3	1	-2	-9	-3
15	COc1ccc(NC(=O)C2C3CCC(C3)C2C(=O)O)cc1OC (stereo not drawn)	-27	100	-18[fluorescence artefact?]	-1	3	5	11	17[fluorescence artefact?]	-12
16	CCOC(=O)C(C(=O)OCC)C1CS(=O)(=O)CC1C(C(=O)OCC)C(=O)OCC (stereo not drawn)	-8	101	9	.	0	-4	.	8	-9
17	c1csc(C(c2nnnn2C2CCCC2)N2CCOCC2)c1 (stereo not drawn)	.	100	0	1	.	.	-2	-8[fluorescence artefact?]	.
18	O=C(Cn1cnc2c(oc3ccccc32)c1=O)NCc1ccccc1	12	99	4[fluorescence artefact?]	0	1	0	2	-5[fluorescence artefact?]	-10
19	NC(=O)c1cc(-c2ccccc2)nc(Oc2ccccc2)n1	8	77	3	6	0	9	-15	0	2
20	CC1Cc2ccccc2N1C(=O)C1CCCCN1S(=O)(=O)c1ccccc1 (stereo not drawn)	-3	111	8	.	-2	4	.	-11	-7
21	Cc1cc(N2CCCCC2)nc2ccc(NC(=O)CCC(=O)NCCC(C)C)cc12	13	78	12[fluorescence artefact?]	1	1	17	-30	1	-2
22	CCCCSCc1[nH]c(=O)[nH]c1C(=O)CCCCC(=O)OCC	-18	118	-11	-1	0	-1	-20	-13	-14
23	CCOc1cc(C=O)ccc1OCCSc1ccc(Cl)cc1	4	.	.	.	-2	11	.	.	-6
24	CC(=O)Nn1cc2c(c1-c1ccccc1)c(=O)n(C)c(=O)n2C	-31	94	-4	0	-1	5	2	-3	-10
25	CN(C=C1C(=O)CC(C)(C)CC1=O)CCN1CCNCC1	-5	94	-3	-4	-2	0	-1	-7	1
26	O=C(NNC(=O)c1cc(-c2ccc(Cl)cc2Cl)nc2ccccc12)Nc1ccccc1	3	.	.	.	11	10	.	.	-6
27	O=C(NCc1ccc2c(c1)OCO2)c1nn(-c2ccccc2)c(=O)c2ccccc12	-1	126[fluorescence artefact?]	1	-2	5	6	14	2	-3
28	Cc1cc(S(=O)(=O)NCc2cccnc2)ccc1-n1cnnn1	-8	100	-2	1	2	7	-14	6	-12
29	CCOc1cc(CNn2nnnc2N)cc(Cl)c1OCC(=O)NC(C)(C)C	28	93	7[fluorescence artefact?]	1	2	11	-11	-9[fluorescence artefact?]	-6
30	COc1ccccc1C(=O)Nc1nc(N)n(-c2ccccc2)n1	-17	124	-2	.	6	7	.	-5	-11
31	CCOC(=O)CSc1nnc2c(n1)C1(C)CCC2C1(C)C (stereo not drawn)	-35	.	.	7	-7	-3	9	.	3
32	Cn1cccc1C(=O)OCC(=O)Nc1cc(C(C)(C)C)nn1-c1ccccc1	2	115	-7	-2	3	7	0	-11	-12
33	COc1ccc(N2CCN(C(=O)CC(NC(N)=O)c3cccc(Oc4ccccc4)c3)CC2)cc1 (stereo not drawn)	-11	114	6	-2	1	-3	-17	-2	2
34	CCOC(=O)CSc1nc(C)c2ccc(C)cc2n1	-2	106	9	.	2	-2	.	-4[fluorescence artefact?]	-11
35	Cc1ccc(-c2csc3nnc(SCC(=O)Nc4cccc(C)n4)n23)cc1	-16	104[fluorescence artefact?]	6	18	-2	2	-11	9	-8
36	CN(C(=O)Nc1ccc(Cl)cc1Cl)[C@H]1c2cc(Br)ccc2OC[C@H]1CO	-42	.	.	-2	-4	3	29	.	-6
37	CC1(CC(=O)N/N=C/c2ccc(-c3ccc(C(=O)O)cc3)o2)OCCO1	2	.	.	-2	4	2	7	.	-12
38	Cc1cccc(NC(=O)NCC(c2cccnc2)N2CCOCC2)c1 (stereo not drawn)	4	130	-6	.	3	3	.	8	-2
39	O=C(O)c1ccc(N2CCCC2=O)cc1	10	99	8	6	-7	6	1	6	-1
40	c1ccc(CCn2c(SCc3ccccc3)nnc2-c2ccncc2)cc1	-2	107	-1	.	0	6	.	1	-6
41	Cc1ccc(C)c(-n2nnnc2SCC(=O)Nc2cccc(-c3nnc4n3CCCCC4)c2)c1	-20	96	0	0	5	6	-4	-5	-8
42	COc1ccc(NC(=S)N2C3CCC2CC(NC(=O)NC24CC5CC(CC(C5)C2)C4)C3)c(OC)c1 (stereo not drawn)	16	.	.	-1	-2	1	3	.	-6
43	CCCC(=O)NNC(=O)Nc1ccccc1	3	.	.	.	-5	4	.	.	-8
44	O=S(=O)(Nc1ccc(N2CCOCC2)nn1)c1ccccc1	.	104	-7[fluorescence artefact?]	-1	.	.	11	-3	.
45	Cc1ccc(NC(=O)CN2CCCN(S(=O)(=O)c3ccc(Br)s3)CC2)cc1	-18	100	3	1	1	16	3	1[fluorescence artefact?]	-4
46	O=C(COC(=O)c1ccc(S(=O)(=O)NCc2ccco2)cc1)NC1CCCCCC1	-6	.	.	-2	2	6	4	.	-11
47	Cc1cc(=O)oc2cc(OC(C)C(=O)N3CCOCC3)ccc12 (stereo not drawn)	16	107	-2	1	2	4	22	1	-35
48	CC(=O)Nc1ccc(-c2cc3ccccc3o2)cc1	-4	79	24[fluorescence artefact?]	3	2	5	1	22	-7
49	CCOC(=O)CN1C(=O)C(O)=C(C(C)=O)C1c1ccc([N+](=O)[O-])cc1 (stereo not drawn)	-10	109	-13	0	0	4	-17	-2	-15
50	O=C(Oc1ccc2c(=O)c(Oc3ccc4ccccc4c3)coc2c1)c1ccco1	18	137	0[fluorescence artefact?]	0	0	19	30	-2[fluorescence artefact?]	-12
51	CCn1c(SCC(=O)c2ccc(C)cc2)nnc1-c1ccncc1	-11	98	7	0	-1	-1	-2	-4	10
52	Cc1ccc(S(=O)(=O)NCCN=C(CN2CCOCC2)NS(=O)(=O)c2ccc(C)cc2)cc1	3	104	14	2	0	2	-32	1	-3
53	Cc1nc(N[C@@H](Cc2ccccc2)C(=O)O)c2oc3ccccc3c2n1	-1	96	1	.	-6	2	.	-7	-5
54	COc1ccc(NC(=O)C23CC4CC(C2)CC(n2cnc(Br)n2)(C4)C3)cc1OC	-8	.	.	-5	0	4	-11	.	-11
55	COc1ccc(OC)c(S(=O)(=O)N(C)CC(=O)N2CCN(c3cccc(Cl)c3)CC2)c1	-9	107[fluorescence artefact?]	-4	0	3	2	6	-2	-4
56	O=C(NC1CCCC1)C(c1cccnc1)N(C(=O)c1csnn1)C1CCCC1 (stereo not drawn)	7	108	-4	.	-1	1	.	-6	-13
57	COc1ccc(N(C(=O)c2ccccc2OC(C)=O)C(C)C2CC2)cc1 (stereo not drawn)	-14	93[fluorescence artefact?]	-13	0	1	-1	-3	-13	-1
58	CC(C)C(=O)Nc1ccc(N2CCN(S(C)(=O)=O)CC2)cc1	-2	96	-8	-4	1	10	3	7	-7
59	NC(=O)c1ccc(NS(=O)(=O)c2ccccc2F)cc1	.	113	-4	-3	.	.	-2	0	.
60	COc1ccc(OC)c(Nc2ncnc3c2cnn3-c2ccccc2)c1	-23	112[fluorescence artefact?]	3	0	4	12	9	5	1

(listing goes on)
item	Structure	PLK1 PBD inh	ERa coact pot	ERa coact inh	Mac1 fbg enh	FAK inh	HIV Rev-RRE inh	CD11b adhes inh	ERb SRC1 inh	PLK1 inh
61	COc1ccc(-c2nc3c(c(SCC(=O)N4CCOCC4)n2)COC(C)(C)C3)cc1	.	100	2	4	.	.	0	-1	.
62	NC(=O)C1CCN(C(=O)CSc2nc3c(c(-c4ccccc4)n2)CCCC3)CC1	1	108	-22	9	0	9	-44	-21	-9
63	C=CCNc1ncnc2c1cnn2-c1ccc(C)cc1C	.	117	-7	-1	.	.	-8	29	.
64	CCN(CC)C(=O)CC(c1ccc(F)cc1)c1ccco1 (stereo not drawn)	-18	120	-8	2	-3	4	4	-4	25
65	O=C(OCCN(CCOC(=O)c1ccncc1)S(=O)(=O)c1cccs1)c1ccncc1	-25	119	49	-2	-1	2	4	-7	7
66	CC(C(=O)NC(=O)NC1CCCCC1)N1CCN(c2ccccn2)CC1 (stereo not drawn)	-9	88	-5	9	4	3	1	3	-10
67	CCOc1ccccc1NC(=O)c1cnc2n(c1=O)CCS2	10	132	1	1	-3	-5	13	-3	-13
68	CC1(C(=O)NC2CCCC2)CCC(=O)N1Cc1ccccc1 (stereo not drawn)	-1	123	-1	-4	-4	11	-19	-9[fluorescence artefact?]	-12
69	O=C(OCC(=O)N1c2ccccc2Sc2ccccc21)C1CC(=O)N(Cc2ccco2)C1 (stereo not drawn)	3	117	-7	2	-1	2	3	6	-7
70	Cc1ccc(OCCNS(=O)(=O)c2cccs2)cc1	-9	117	-6	-1	2	11	6	-2	-2
71	CCOC(=O)c1cnc(SCC(=O)Nc2ccc(N3CCOCC3)cc2)nc1N	1	105	1	0	-1	9	4	18	-7
72	Cc1cc(C)cc(Nc2cc(C)nc3nc(C)nn23)c1	-31	106	-1	-2	-3	5	0	-6	-11

Sorted by length of the SMILES (falling): part of the list above.
item	Structure	PLK1 PBD inh	ERa coact pot	ERa coact inh	Mac1 fbg enh	FAK inh	HIV Rev-RRE inh	CD11b adhes inh	ERb SRC1 inh	PLK1 inh
69	O=C(OCC(=O)N1c2ccccc2Sc2ccccc21)C1CC(=O)N(Cc2ccco2)C1 (stereo not drawn)	3	117	-7	2	-1	2	3	6	-7
62	NC(=O)C1CCN(C(=O)CSc2nc3c(c(-c4ccccc4)n2)CCCC3)CC1	1	108	-22	9	0	9	-44	-21	-9
70	Cc1ccc(OCCNS(=O)(=O)c2cccs2)cc1	-9	117	-6	-1	2	11	6	-2	-2

Assay outcomes from PubChem BioAssay.
